GPR35 arrestin U2OS: GPR35 antagonists blocking zaprinast-driven arrestin recruitment, primary screen, imaging, U2OS, beta-arrestin-GFP, zaprinast agonist (AID 2058); U2OS GPR35 beta-arrestin-GFP translocation imaging, zaprinast antagonism; higher % means a stronger effect; inhibition, % at 10 µM; hits with a dose series show IC50 in µM; hit rate 0.052% among 290,000;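 active means inhibition of at least 50% with at least 30 cells and total cytoplasm GFP at most 10,000,000; inconclusive means under 30 cells or total GFP of 10,000,000 plus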
RSV antiviral HEp-2: inhibition of RSV-induced cytopathic effect – HEp-2 cells, primary 10 µM value included (AID 2391); HEp-2 cells, RSV-induced CPE inhibition; higher % means a stronger effect; CPE inhibition, % at 10 µM, or IC50 in µM where a hit was titrated; hit rate 0.13% among 310,000; in the data active means a potency from the dose series; inconclusive means CPE inhibition mostly from about 23% at the one dose, without a potency; inactive means the rest, 99 in 100 with CPE inhibition below about 21%; further: strong numbers were not always called active
CSM14.1 death rescue: protection against thapsigargin-triggered cell killing – 384-well, CSM14.1, ATP luminescence, primary screen (AID 1222). CSM14.1 thapsigargin-induced death rescue, ATP luminescence; higher % means a stronger effect. cellular ATP content (survival), % at 20 µM; hits with a dose series show EC50 in µM. 190,000 tested, under 10 active;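 active means EC50 below 50 µM in the dose-response confirmation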;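 further: death triggered by thapsigargin at about 15 µM added after 2 h compound pretreatment; cell ATP read after overnight thapsigargin exposure of roughly 18 to 22 hours; normalized against plate controls of thapsigargin alone and 5% DMSO vehicle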
Salmonella PhoP GFP: inhibitors of PhoP regulon expression, primary screen, Salmonella Typhimurium, GFP reporter (AID 1863); S. Typhimurium PhoP-regulated promoter GFP reporter, 4 h; higher % means a stronger effect; inhibition, % at 50 µM, or IC50 in µM where a hit was titrated; hit rate 0.16% among 300,000;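 active means inhibition over 29.93%, a cutoff 3 SD above the screen mean, later confirmed by dose response; inconclusive means inhibition over 29.93% but no dose response follow-up; inactive means inhibition at most 29.93% or unconfirmed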;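 further: 0% = low Mg2+ inducing control and 100% = high Mg2+ repressing control; strong numbers were not always called active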
LYP inhibition: inhibitors of LYP phosphatase, biochemical, fluorescence intensity, uHTS (AID 1779); hit rate 0.054% among 290,000; inhibition, % at 11.5 µM; hits with a dose series show IC50 in µM; recombinant LYP phosphatase, fluorescence intensity; higher % means a stronger effect; in the data active means inhibition above about 50%;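 further: plate controls were vehicle with enzyme for no effect and no enzyme for full effect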
Rac1 GTP hydrolysis: MgcRacGAP GTPase-activating activity inhibitors, confirmation, biochemical, ADP Hunter fluorescence; MgcRacGAP-stimulated Rac1 GTP hydrolysis, ADP Hunter fluorescence; higher % means a stronger effect; GST-tagged Rac1 F28L mutant substrate; one-dose inhibition, % at 30 µM; IC50 in µM for titrated hits; hit rate 0.6% among 340,000;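 active means first-screen hits whose inhibition reached a set limit at any dose in the follow-up dose series; inconclusive means inhibition above the set first-screen limit but never retested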;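 further: fluorescence reports GDP produced by GAP-driven GTP hydrolysis; strong numbers were not always called active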
West Nile virus CPE: West Nile virus antiviral activity, cell-based, CPE readout (AID 1621) | hit rate 0.02% among 290,000 | one-dose CPE inhibition, % at 10 µM; IC50 in µM for titrated hits | West Nile virus-infected cells, CPE inhibition; higher % means a stronger effect; in the data active means a potency from the dose series; inconclusive means CPE inhibition mostly from about 3.7% at the one dose, without a potency; inactive means the rest, 99 in 100 with CPE inhibition below about 2.2%; further: strong numbers were not always called active
Large T inhibition: TAg ATPase/helicase activity blockers – biochemical (AID 1903); SV40 large T antigen ATPase/helicase inhibition assay; higher % means a stronger effect; inhibition, % at 20 µM, or IC50 in µM where a hit was titrated; hit rate 0.39% among 310,000; in the data active means a potency from the dose series; inconclusive means inhibition mostly from about 32% at the one dose, without a potency; inactive means the rest, 99 in 100 with inhibition below about 32%; further: strong numbers were not always called active
Dengue-2 NS5 capping: flavivirus cap methylation enzyme inhibition – biochemical, confirmation dose response, primary screen (AID 588689); Dengue-2 NS5 methyltransferase capping enzyme assay, biochemical; higher % means a stronger effect; inhibition, % at 25 µM; hits with a dose series show IC50 in µM; hit rate 0.3% among 340,000; in the data active means a potency from the dose series; inconclusive means inhibition above about 29% without an active follow-up result
Dengue-2 NS5 capping pilot replicate: also measured in Dengue-2 NS5 capping; calls as there; inhibition, %; measured here: pilot screen replicate inhibition
* marks the source's active call; other numbers are inactive results; ? = inconclusive; · = not tested or not shown.

SMILES	GPR35 arrestin U2OS	RSV antiviral HEp-2	CSM14.1 death rescue	Salmonella PhoP GFP	LYP inhibition	Rac1 GTP hydrolysis	West Nile virus CPE	Large T inhibition	Dengue-2 NS5 capping	others
COc1nc(-c2ccccc2)cc(C(F)(F)F)n1	8%	1.2%	-1.6%	6%	-4%	11%	0.2%	5%	1%
COc1ccc(CNC(=O)CCCc2ccccc2)cc1	6%	2.2%	-0.5%	7%	-6%	0%	-0.5%	8%	1%
Cc1cc(Nc2ccccc2Cl)n2nnnc2n1	8%	1.0%	-0.4%	19%	-4%	3%	0.0%	4%	2%
O=C(NC1CCCCCC1)c1c(O)nc2sccn2c1=O	·	0.0%	·	-8%	·	0%	·	22%	1%
Cc1cnc(C(=O)OC(C)C(=O)Nc2ccccc2-c2ccccc2)cn1 (stereo not drawn)	·	-1.4%	·	0%	·	7%	·	4%	0%
COc1ccc(CNC(=O)c2cc(COc3c(F)cccc3F)on2)cc1OC	4%	7.4%	1.6%	-8%	-7%	11%	-1.2%	6%	-3%
O=C(c1ccccc1Nc1ccc(SC(F)F)cc1)N1CCCCC1	8%	2.3%	-0.2%	-5%	2%	2%	-0.5%	3%	-7%
Cc1ccc(CNC(=O)Cn2cnc(S(=O)(=O)N3CCC(C)CC3)c2)o1	-2%	2.1%	·	-4%	2%	5%	1.5%	23%	0%
CCCCCN(C(=O)CCC(=O)OCC(=O)N(C)Cc1ccc(C)cc1)c1c(N)n(CCCC)c(=O)[nH]c1=O	-3%	0.3%	·	-1%	-8%	9%	-0.3%	2%	-3%
COc1ccc([N+](=O)[O-])cc1NC(=O)c1cn(-c2ccc(C)c(C)c2)c(=O)c2ccccc12	-12%	1.7%	-2.5%	-9%	2%	7%	0.2%	22%	-9%
Cc1ccc(/C=N/NC(=O)c2cccc([N+](=O)[O-])c2)o1	4%	0.9%	-1.1%	9%	-4%	5%	-0.4%	11%	-12%
O=C(Nc1ccc(S(=O)(=O)N2CCCC2)cc1)c1cccnc1	-15%	2.0%	3.6%	8%	-7%	4%	0.4%	4%	-5%
O=C(Nc1ccc2c(c1)OCO2)c1ccc(Br)c(S(=O)(=O)N2CCCC2)c1	-4%	2.7%	0.3%	-10%	0%	8%	0.1%	6%	-5%
COC(=O)c1ccccc1SCc1csc(C)n1	0%	0.7%	·	·	-9%	7%	-1.2%	16%	5%
O=C(CN(C(=O)c1csnn1)c1cccc(C(F)(F)F)c1)NCCc1ccccc1	18%	0.6%	·	11%	-14%	6%	-0.7%	10%	0%
CC(C)CC(NC(=O)C1CCCCC1)C(=O)N1CCN(c2ccccn2)CC1 (stereo not drawn)	-5%	3.0%	0.6%	0%	-1%	5%	-1.4%	13%	3%
Nc1ccnn1-c1ccccc1	9%	0.0%	·	-9%	-8%	7%	0.4%	14%	-1%
O=C(/C=C/c1ccc(OC(F)F)cc1)Nc1cccc(S(=O)(=O)N2CCOCC2)c1	-1%	7.0%	·	-1%	-2%	4%	-0.6%	14%	-4%
Cc1c(N2C(=O)C(C)SC23C(=O)Nc2ccccc23)c(=O)n(-c2ccccc2)n1C (stereo not drawn)	-6%	1.3%	-2.4%	-6%	-9%	-1%	·	8%	-5%
CN(CCO)c1ccc(/C=N/Nc2nncc3ccccc23)cc1	6%	0.3%	·	0%	-8%	9%	-0.8%	?	-2%
COc1cc(/C=N/NC(N)=S)ccc1OCC(=O)Nc1ccc(C)cc1	-13%	3.5%	-1.0%	0%	-1%	7%	0.4%	0%	3%
CCn1c(SCc2nnc(-c3ccccc3)o2)nnc1-c1ccc(S(=O)(=O)N2CCCC2)cc1	-4%	12%	-0.8%	-4%	-6%	10%	-0.9%	6%	-12%
C[C@@H]1NC(=O)/C(=C\c2ccccc2Cl)NC1=O	-4%	·	·	-3%	-8%	·	0.5%	-4%	·
Cc1ccccc1-n1cc[nH]c1=S	0%	1.2%	-4.2%	-12%	-9%	3%	0.1%	7%	-3%
CCOC(=O)c1cccc(NC(=O)CCc2ccccc2)c1	-4%	8.8%	0.4%	-9%	-3%	10%	-0.3%	3%	-8%

Remaining list, next part
SMILES	GPR35 arrestin U2OS	RSV antiviral HEp-2	CSM14.1 death rescue	Salmonella PhoP GFP	LYP inhibition	Rac1 GTP hydrolysis	West Nile virus CPE	Large T inhibition	Dengue-2 NS5 capping	others
Cc1ccccc1N1C(=O)C2ON(c3ccccc3)C(c3ccncc3)C2C1=O (stereo not drawn)	-8%	-0.1%	-2.9%	-8%	-13%	16%	0.2%	4%	4%	Dengue-2 NS5 capping pilot replicate=-3.8
Cc1ccc(OCC(=O)Nc2ccc(N3CCCC3)cc2)cc1C	18%	-1.3%	-2.6%	-6%	-6%	7%	-0.7%	8%	0%
O=C(NCCCCNC(=O)c1ccc(Br)cc1)c1ccc(Br)cc1	-10%	1.4%	·	0%	-7%	-8%	?	6%	1%
COc1ccc(CC(=O)OCC(=O)NC(=O)NC2CCCCC2)cc1	6%	1.5%	-2.0%	-5%	-1%	3%	-0.4%	23%	3%
CCC1(C)Cc2nc3[nH]c(=S)n(-c4ccccc4)c(=O)c3cc2CO1 (stereo not drawn)	-5%	0.9%	-0.9%	2%	-12%	5%	-0.2%	-5%	-4%
COC(=O)C[C@H]1c2cc(F)ccc2S(=O)(=O)N1c1ccccc1	·	-0.1%	·	·	·	1%	-0.1%	6%	-2%
COc1cccc(N2CCN(c3ccc4nnc(CCC(=O)Nc5ccccc5OC)n4n3)CC2)c1	17%	5.8%	·	-8%	-8%	10%	0.6%	8%	0%
O=C(Nc1ccc(S(=O)(=O)NC2=NCCCCC2)cc1)c1ccc(C(F)(F)F)cc1	-2%	1.0%	·	·	-5%	13%	-0.4%	6%	-5%
O=C(COc1ccccc1)Nc1cc(C(F)(F)F)ccc1N1CCCC1	-21%	-1.5%	-1.2%	0%	-2%	1%	-0.4%	5%	2%
O=[N+]([O-])c1ccc(S(=O)(=O)N2CCN(C3CCN(Cc4ccccc4)CC3)CC2)cc1	2%	0.6%	·	-5%	-5%	18%	-0.5%	13%	-9%
Cc1cccc(NC(=O)CCCN2C(=O)c3cccc4cccc(c34)C2=O)c1	-7%	·	0.3%	6%	-1%	3%	-0.3%	7%	-2%
COc1cc2c(cc1OC)C(c1ccccc1)N(S(C)(=O)=O)CC2 (stereo not drawn)	5%	0.4%	2.2%	8%	-2%	12%	0.0%	8%	-8%
O=C1CC(c2ccccc2)n2nc(NC(=O)c3ccccn3)nc2N1 (stereo not drawn)	0%	2.5%	·	-12%	-8%	14%	0.4%	-2%	-5%
CC(Sc1cccc2cccc(C(=O)O)c12)C(=O)O (stereo not drawn)	4%	0.4%	-2.0%	13%	2%	6%	1.3%	4%	·
CN(CC(CC(=O)O)c1ccccc1)S(=O)(=O)c1ccc(Br)cc1 (stereo not drawn)	21%	0.8%	-1.2%	-9%	1%	3%	0.2%	1%	-9%
Cc1ccccc1NC(=S)NNC(=O)c1cccnc1	7%	2.0%	-1.2%	11%	-1%	6%	0.2%	10%	1%
O=C(COc1ccc([N+](=O)[O-])cc1)Nc1cc(C(=O)O)cc(C(=O)O)c1	18%	-2.1%	3.4%	-9%	-1%	4%	0.9%	3%	-6%
CC(=O)c1ccc(NC(=O)NNS(=O)(=O)c2ccc(F)cc2)cc1	-5%	2.1%	·	-7%	-10%	4%	-0.5%	3%	-1%
CC(=O)Nc1cccc(C2=CC(c3ccco3)n3ncnc3N2)c1 (stereo not drawn)	-11%	-0.4%	-1.4%	-37%	-3%	·	0.3%	22%	·
O=C(Nc1cccc(Br)c1)c1ccc(OC2CSC2)cc1	30%	20%	0.9%	-9%	0%	·	0.1%	23%	·
C=CCc1ccc(OCC(O)CN2CCCCC2C)c(OC)c1 (stereo not drawn)	16%	-0.8%	-0.5%	1%	-8%	5%	-0.3%	11%	-10%
O=C(NNC(=S)NC1CCCCC1)c1ccccc1O	3%	-1.7%	-1.2%	2%	-3%	9%	-0.8%	24%	3%
C=CCn1c(COc2ccccc2C)nnc1SCC(=O)O	2%	-0.7%	-1.3%	0%	-10%	1%	0.0%	-4%	-8%
Fc1ccc(CNc2ncnc3cc(Cl)ccc23)cc1	-15%	-0.8%	·	-3%	-10%	3%	-0.2%	9%	-1%
CCOC(=O)C1=C(O)c2ccccc2C(=O)/C1=C\c1ccc(CC)cc1	31%	7.9%	-2.4%	-21%	-2%	25%	0.0%	19%	?

The listing continues.
SMILES	GPR35 arrestin U2OS	RSV antiviral HEp-2	CSM14.1 death rescue	Salmonella PhoP GFP	LYP inhibition	Rac1 GTP hydrolysis	West Nile virus CPE	Large T inhibition	Dengue-2 NS5 capping	others
Cc1ccc(S(=O)(=O)N2CCCOC2CNC(=O)C(=O)NCCC2=CCCCC2)cc1 (stereo not drawn)	3%	9.5%	-0.8%	-5%	0%	4%	-1.3%	19%	-1%
CCOC(=O)c1ccc(NC(=O)Nc2ncccc2C)cc1	-4%	1.1%	-1.2%	0%	3%	6%	0.8%	3%	-9%
CCCC(=O)c1c(NC)cc(C)oc1=O	-4%	1.8%	-1.8%	0%	-4%	11%	0.5%	6%	-3%	Dengue-2 NS5 capping pilot replicate=2.3
CC(NC(=O)c1ccccc1F)c1nnc(SCc2nc3ccccc3c(=O)[nH]2)n1C (stereo not drawn)	4%	0.4%	-5.7%	-2%	-2%	8%	-0.1%	10%	-5%
O=C(Nc1ccc(Nc2ccccc2)cc1)c1c(Cl)cccc1Cl	·	22%	·	·	·	21%	·	25%	3%
CN(CC(=O)Nc1ccccc1Br)C(=O)c1cc(S(=O)(=O)N(C)C)ccc1N1CCCC1	·	-0.4%	·	0%	·	4%	·	80%	0%
CCOC(=O)c1ccc(NC(=O)CCC(=O)NCc2ccco2)cc1	-3%	0.5%	·	-4%	-2%	8%	-0.7%	14%	-4%
CCOC(=O)C1CCCN(C(=O)CNC(=O)c2nn(-c3ccc(OC)c(Cl)c3)c(=O)c3ccccc23)C1 (stereo not drawn)	-8%	1.7%	·	6%	-3%	4%	0.6%	3%	2%
O=C(Nc1cccnc1)c1cc(-c2ccc(Cl)cc2)on1	6%	0.6%	-1.7%	-7%	-8%	12%	0.6%	11%	-3%
O=C(NC1CCCc2ccccc21)C1CCN(S(=O)(=O)N2CCCCCC2)CC1 (stereo not drawn)	7%	-1.3%	1.6%	-3%	-1%	-9%	-1.2%	8%	-3%
Cc1ccc(CN2C(=O)C(Cc3ccccc3)Nc3ncnc(N4CCN(c5ccccc5)CC4)c32)cc1 (stereo not drawn)	·	2.2%	·	3%	·	-2%	·	9%	12%
N#Cc1c(-c2ccccc2)nc(N2CCOCC2)[nH]c1=O	-10%	0.1%	-4.0%	6%	-4%	2%	-0.1%	4%	1%
CCn1cc(C(=O)NCc2ccccn2)c(=O)c2cc(S(=O)(=O)N3CCCCC3)ccc21	-5%	·	-0.9%	-14%	-7%	·	·	3%	·
